Screening results as filed in PubChem.
IMP-1 inh: IMP-1 metallo-beta-lactamase inhibitors, primary screen, biochemical, epi-absorbance readout, Pseudomonas aeruginosa enzyme. purified IMP-1, nitrocefin hydrolysis, epi-absorbance fluorescence. inhibition, % at 5.6 µM. actives 0.45% (n = 290,000);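 active = inhibition above the mean plus 3 SD of all compounds in the same screening run, cut at about 4.5% in these data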;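 note: 0% = IMP-1 with DMSO and 100% = DMSO wells lacking enzyme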
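System: purified recombinant IMP-1 beta-lactamase. Medium: Zinc- and detergent-supplemented HEPES buffer, pH 7.1. Compound: one 5.6 µM dose […]. Schedule: 15 min preincubation plus 25 min reaction at 25 °C. Technique: Epi-absorbance fluorescence, 480 nm excitation, 530 nm emission.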
CRFR2-BP antag: antagonists of CRF-BP/CRF-R2 complex, primary screen, cell-based, HEK293, calcium dye fluorescence, uHTS; actives 0.59% (n = 350,000); inhibition, % at 11.8 µM; CRF-induced calcium fluorescence;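 active = inhibition of the ligand-induced calcium signal above about 50% at the single tested concentration, limit read from the data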
HCV NS3 hel inh: inhibitors of HCV NS3 helicase, primary screen, biochemical, Cy5 molecular beacon fluorescence | Hepatitis C virus NS3 helicase | NS3 helicase DNA unwinding | inhibition, % at 10.9 µM | actives 0.56% (n = 290,000);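 active = inhibition above the mean of all tested compounds plus 3 SD, set per campaign, cut at about 35% in these data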;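 note: 0% = DMSO wells and 100% = thioflavine S control wells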
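Assay system: hepatitis C virus NS3 helicase domain fragment enzyme. Also added: annealed dual-labelled DNA beacon duplex, ATP-started. Timing: 1 h reaction at 25 °C, ATP-initiated. Technique: Cy5 fluorescence at 0 and 60 min, beacon hairpin quenching. Evaluation: % inhibition of unwinding. Replication: one well per compound.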
p-CIP stab down: p/CIP-EGFP fusion destabilizers, primary screen, fluorescence, F442A cells; Q05BA5; 16 h; decrease of EGFP signal, % at 10 µM; actives 0.01% (n = 290,000); AID 1984, 2009;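 active = EGFP signal decrease of at least 30% at 10 µM or well 3 SD below plate mean, unless failing retest; inactive = the rest, including hits failing retest or dose response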; note: some compounds called inactive have numbers as strong as hits; many of its hits are not listed in these tables
SUMO HTRF inh: inhibitors of in vitro SUMOylation cascade, primary screen, biochemical, HTRF, uHTS. HTRF SUMOylation assay, SAE1/SAE2 + UBC9. inhibition, % at 35 µM. actives 0.36% (n = 290,000); in the data active = inhibition above about 50%, passing the limit was not always enough; inconclusive = no clear call, values can overlap the other calls; note: strong numbers were not always called active
Target sequence (P63279 whole entry, looked up): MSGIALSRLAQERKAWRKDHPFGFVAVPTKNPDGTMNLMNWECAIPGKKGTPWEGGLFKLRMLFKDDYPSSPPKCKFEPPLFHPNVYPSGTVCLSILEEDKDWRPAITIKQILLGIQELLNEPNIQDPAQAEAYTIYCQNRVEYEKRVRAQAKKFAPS
IDE act: human IDE activators in live cells, primary screen, fluorescence polarization, HEK cells, FAbeta-B substrate; activation, % at 5.96 µM; actives 0.073% (n = 340,000); FAbeta-B cleavage; 0% vehicle, 100% cell-free pure enzyme wells; Insulin-degrading enzyme (Homo sapiens), P14735;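 active = activation above the mean of all tested compounds plus 3 SD, set per screening campaign, cut at about 17% in these data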
VIM-2 inhibitor: VIM-2 metallo-beta-lactamase inhibitors, primary screen, biochemical, epi-absorbance readout, Pseudomonas aeruginosa enzyme | purified VIM-2, nitrocefin hydrolysis, epi-absorbance fluorescence | inhibition, % at 5.6 µM | actives 0.89% (n = 290,000) | AID 1527, 2009;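 active = inhibition above the mean of all tested compounds plus 3 SD, cutoff set per screening run, cut at about 7.5% in these data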;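 note: red hydrolysis product quenches plate fluorescence so inhibitors raise well fluorescence; 0% = enzyme with DMSO and 100% = DMSO without enzyme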
GalR3 antag: GalR3 antagonists in HEK293 cells, primary screen, cell-based, fluorescence readout | Galanin receptor type 3 (Homo sapiens), O60755 | HEK293 GalR3-CNG cAMP membrane potential fluorescence; galR3 body fused to GalR1 C-terminus | inhibition, % at 3 µM | actives 0.44% (n = 360,000);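 active = inhibition above the screen-wide average plus 3 SD, cut at about 13% in these data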;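 note: forskolin and galanin both at EC90 stimulate the cells; cAMP rise reported by CNG channel membrane potential dye signal; 0% = forskolin plus galanin with DMSO and 100% = forskolin alone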
Target sequence (O60755 1-299 limits assumed): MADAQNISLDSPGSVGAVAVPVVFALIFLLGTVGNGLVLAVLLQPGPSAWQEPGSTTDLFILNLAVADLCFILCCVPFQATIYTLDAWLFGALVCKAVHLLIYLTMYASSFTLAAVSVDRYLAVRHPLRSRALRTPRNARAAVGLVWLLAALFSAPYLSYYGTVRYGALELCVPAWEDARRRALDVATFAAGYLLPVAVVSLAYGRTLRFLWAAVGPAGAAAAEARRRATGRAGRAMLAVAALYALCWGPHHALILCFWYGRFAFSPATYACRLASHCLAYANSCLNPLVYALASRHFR
IDE inh: human IDE inhibitors in live cells, primary screen, fluorescence polarization, HEK cells, FAbetaB substrate; AID 434962, 2010; FAbetaB cleavage; actives 0.41% (n = 320,000); Insulin-degrading enzyme (Homo sapiens), P14735; inhibition, % at 5.59 µM;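 active = percent inhibition above the average of all tested compounds plus 3 SD, set per screening campaign, cut at about 16% in these data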;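 note: IDE supplied by intact live HEK cells; FP after avidin binding of uncleaved biotin substrate so inhibition keeps polarization high; 0% = DMSO wells and 100% = 60 µM reference IDE inhibitor Ii1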
Numbers without * were called inactive; ? = inconclusive; . = no result given.

SMILES	IMP-1 inh	CRFR2-BP antag	HCV NS3 hel inh	p-CIP stab down	SUMO HTRF inh	IDE act	VIM-2 inhibitor	GalR3 antag	IDE inh
CC(=O)C1=C(C)NC(SCC(=O)Nc2nc3ccccc3s2)=C(C#N)C1c1ccc(Cl)cc1 (stereo not given)	-3.4	-11	-4	-9	-14	1	-3.8	2	2
O=C(COC(=O)CCSc1ccc(Cl)cc1)Nc1ccc(F)cc1	-0.2	28	1	-4	-12	5	0.2	-2	2
O=C(NCc1ccccc1)C12CC3CC(CC(Br)(C3)C1)C2	-1.9	-17	-3	-27	6	3	-1.4	-9	-15
O=C(NCc1ccc(F)cc1)c1cnc2n(c1=O)CCS2	-2.1	9	-7	-4	-3	2	1.5	1	2
COc1cc2[nH]c(=S)n(CCN3CCCCC3C)c(=O)c2cc1OC (stereo not given)	0.5	8	7	-2	1	0	0.1	-5	3
COc1ccc(NC(=O)COC(=O)Cn2cnc3ccccc3c2=O)c(OC)c1	.	4	.	.	.	5	.	-6	0
COc1ccc(NC(=O)CN2CCN(C(=O)C3CCCO3)CC2)c(OC)c1 (stereo not given)	-3.1	-1	7	-2	-6	-2	-2.4	-3	2
COC(=O)c1ccccc1NC(=O)CSc1nnc(C(C)NC(=O)c2ccc(Cl)cc2Cl)n1C (stereo not given)	-1.5	0	-3	1	14	-3	-1.6	-3	2
Cc1cccc(-c2nnn(C/C(N)=N/O)n2)c1	-2.2	25	3	-20	8	1	-1.9	1	-5
CCC(=O)N1CCc2cc(S(=O)(=O)N3CCCCCC3)ccc21	-0.6	5	-4	-19	-10	7	0.4	-9	0
COc1cc(/C=C2\SC(=S)N(NS(=O)(=O)c3ccccc3)C2=O)ccc1O	-7.6	-36	23	-110	0	-103	-6.0	-2	74*
O=C(Nc1ccc(Br)cc1)C1CCCN1S(=O)(=O)c1cccs1 (stereo not given)	-2.9	-30	0	-6	-8	3	-2.4	-4	5
COC(=O)c1ccccc1N(C)S(=O)(=O)c1cc2c3c(c1)CCC(=O)N3CCC2	.	32	.	.	.	4	.	-5	-3
N#C/C(=C/c1ccc(Cl)cc1)NC(=O)c1ccccc1	2.6	2	5	1	-11	3	0.5	0	-1
CCCn1nnnc1NCc1cc(Br)ccc1OC	-1.4	-1	0	-6	12	5	-1.6	-4	-5
C[C@H](NC(=O)[C@@H]1CSC2c3ccccc3C(=O)N21)C(=O)NC1CCCCC1 (stereo not given in full)	2.5	-3	5	-28	13	5	0.9	0	1
COc1ccc(-c2cc(-c3ccc(C)cc3)nc(SCc3nnc(-c4ccccc4)o3)c2C#N)cc1OC	0.1	-15	-6	-6	-1	0	-3.5	-1	-4
O=C(NN1C(=O)C2C3C=CC(C3)C2C1=O)c1ccncc1 (stereo not given)	-0.4	-6	4	-4	-5	-2	-1.4	-1	-11
COC(=O)c1ccc(/C=N/N2CCN(Cc3ccccc3Cl)CC2)cc1	-2.1	3	-3	-2	1	-2	-2.5	-2	1
CC1(C)C=Cc2c(ccc3c2OC[C@H](c2ccc(O)cc2O)C3)O1	.	2	.	.	.	18*	.	4	-4
CCn1ccnc1CN1CCc2c([nH]c3ccccc23)C1C(C)(C)C (stereo not given)	-3.2	-79	-18	-2	22	9	-3.9	-1	6
CCc1ccc(OCC(O)Cn2c(N3CCCCC3)nc3c2c(=O)[nH]c(=O)n3C)cc1 (stereo not given)	-3.1	-2	-1	-1	-8	0	-2.8	-10	-3
N#Cc1ccc(COc2cccnc2[N+](=O)[O-])cc1	-3.6	12	-2	-1	13	2	-0.5	-3	1
CCCS(=O)(=O)N1CCCC(C(=O)NCCCOC(C)C)C1 (stereo not given)	-2.3	6	17	-2	4	-2	-2.1	-1	6
CCOC(=O)C1CCCN(Cc2nc(N)nc(Nc3ccc(OC)cc3)n2)C1 (stereo not given)	-4.9	1	5	-4	-3	-1	-8.8	-5	-5
CCN(CC)S(=O)(=O)c1ccc(NC(=O)COc2nc3ccccc3nc2N2CCOCC2)cc1	1.2	-6	-17	-11	8	2	-0.7	-1	-2
CC(NC(=O)COc1ccc(Br)cc1)C1CCCO1 (stereo not given)	-3.8	2	-3	9	8	6	-1.8	2	4
Cc1ccc(-n2cccn2)c([C@@H]2C[C@H]3CN(C)C(=O)[C@]34CCCN24)c1	-1.9	4	-7	-7	88	4	0.4	0	7
CC(=O)Nc1ccc(C2C(=O)c3ccccc3C2=O)cc1	-1.8	-5	10	-13	-10	7	-1.9	-2	2
COc1ccc(/C=C/C(=O)Oc2ccc(/C=N\NC(=O)c3ccc(F)cc3)cc2)cc1	-2.3	2	-7	3	-3	3	-1.2	0	2
CCC(C)(C)NCC(=O)Nc1ccc(OC(F)(F)F)cc1	-2.2	-3	5	7	19	5	-0.8	-4	1
Cc1occc1C(=O)NNC(=S)NC(=O)COc1ccc(Cl)cc1Cl	-3.2	-251	72*	-16	10	-6	-5.8	-1	2
CC(C)c1nc(SCC(=O)NC2CCCCC2)c2ccccc2n1	-1.9	-3	-11	-4	10	1	-1.0	-9	-1
Cc1ccc(-c2nc3ncccc3o2)cc1NC(=O)C(C)C	-3.1	-12	6	-7	17	1	-1.1	2	0
CCOC(=O)C1=C(CSc2nnnn2C)N(C)C(=O)NC1c1ccccc1 (stereo not given)	-3.1	-7	-3	-20	17	-1	-0.3	-3	8
CN(C)C(CNC(=O)c1cc2ccccc2oc1=O)c1ccccc1 (stereo not given)	-2.0	0	7	-2	10	5	-2.2	-7	0
C=CCSc1nnc(NC(=O)CSc2nnc(C)s2)s1	-0.4	-1	-3	-4	0	5	1.3	6	2
COc1cc(/C=C2/CCCC(C(=O)C(F)(F)F)=C2O)ccc1O	0.5	-18	8	-8	1	0	2.7	-6	3
COc1ccc(CN(C(=O)CO/N=C/c2ccccc2)c2ccccc2C(=O)O)cc1	-1.9	-2	23	-6	16	4	-2.4	-4	-3
Fc1cccc(Cl)c1-c1nnc2ccc(N3CCOCC3)nn12	-6.3	0	1	2	3	0	-2.9	-1	2
O=C(NCC1CC1)C1CCCN(S(=O)(=O)c2ccc(-n3cnnn3)cc2)C1 (stereo not given)	-1.7	-39	-23	-3	6	1	-2.2	-1	-4
CCS(=O)(=O)c1ccc2oc(Nc3cccc(OC)c3)nc2c1	-1.2	-3	-3	3	11	-3	-3.1	-4	5
COc1ccc(S(=O)(=O)Nc2ccc(Oc3ccsc3C(=O)O)cc2)cc1	-1.7	7	25	7	4	-3	2.8	-8	1
CCSc1nnc([C@@H]2CCCN2C(=O)OC(C)(C)C)o1	-4.5	8	-5	-6	26	-1	-1.1	-2	1
COc1ccccc1C(=O)Nc1ccnn1C1CCN(Cc2cnc(N(C)C)s2)CC1	-1.1	4	-3	2	10	4	-0.1	0	-3
Cc1cccc(N(CC(=O)N2CCOCC2)S(C)(=O)=O)c1	-2.7	-10	3	-8	20	-2	-2.0	-4	2
CC(=O)Nc1ccc(O)c(-c2nc3ccccc3s2)c1	-2.4	18	-4	4	?	-2	-4.0	-4	9
CCOC(=O)Cn1c(=O)oc2cc(S(=O)(=O)Nc3ccc(N(CC)CC)cc3C)ccc21	-2.6	14	-2	-5	-17	-7	-2.0	4	1
C=CCN1C(=O)/C(=C/c2ccc(O)cc2)S/C1=N/c1nccs1	-0.8	-73	8	-6	-3	-111	-0.1	-10	119*
CCOC(=O)C(=O)/C(C#N)=C/Nc1ccccc1	-3.4	17	2	-6	17	6	-5.2	2	-3
O=C(NCc1cccnc1)c1ccc(Cl)c(Cl)c1	-3.0	20	5	-2	4	4	-2.1	-1	5
Cc1cc(Cl)c(S(=O)(=O)N/N=C/c2ccc3c(c2)OCO3)c(Cl)c1	-3.3	12	-1	-18	3	4	-4.3	-1	-5
CSc1ccccc1OCc1cc(C(=O)N(C)Cc2cc(C)[nH]n2)no1	-3.7	18	-4	7	3	2	-1.8	-2	-1
CSc1ccc(Cl)c(C(=O)OCC(=O)Nc2ccccc2OC(F)F)c1	-3.9	2	3	6	-32	2	-3.5	-1	6
O=C(Nc1ccc(NC(=O)c2ccco2)cc1)c1ccco1	-2.9	3	-4	5	-2	-3	-1.4	-1	7
CCN1CCN(CCNC(=O)c2ccc(/C=C3\Sc4ccccc4N(Cc4ccccc4F)C3=O)cc2)CC1	-1.3	-6	-66	-20	7	2	-4.0	7	-1
O=C1NN(c2ccccc2)C(=O)C2C3C=CC(C4CC34)C12 (stereo not given)	-3.8	-9	-3	-18	2	6	-1.6	2	0
COc1ccc(NC(=O)CC2C(=O)N(c3cccc(OC)c3)C(=O)N2C(C)C)cc1 (stereo not given)	-2.1	14	-7	-10	-1	4	-0.4	.	-1
O=S(=O)(/N=C(/NC(=S)Nc1ccccc1)c1ccccc1)c1ccc(Cl)cc1	-3.2	-4	5	5	-9	1	-4.5	-10	1
O=C(CCn1nc(-c2ccc(Cl)cc2)ccc1=O)N1CCN(c2ccccc2)CC1	-2.1	12	11	-16	-6	-5	-2.2	-14	8

Reformatted: entries from further up
IMP-1 inh | CRFR2-BP antag | HCV NS3 hel inh | p-CIP stab down | SUMO HTRF inh | IDE act | VIM-2 inhibitor | GalR3 antag | IDE inh | canonical_smiles
-3.3 | 12 | -1 | -18 | 3 | 4 | -4.3 | -1 | -5 | Cc1cc(Cl)c(S(=O)(=O)N/N=C/c2ccc3c(c2)OCO3)c(Cl)c1
-3.7 | 18 | -4 | 7 | 3 | 2 | -1.8 | -2 | -1 | CSc1ccccc1OCc1cc(C(=O)N(C)Cc2cc(C)[nH]n2)no1

Additional structures follow.
SMILES	IMP-1 inh	CRFR2-BP antag	HCV NS3 hel inh	p-CIP stab down	SUMO HTRF inh	IDE act	VIM-2 inhibitor	GalR3 antag	IDE inh
O=C(CSc1nnnn1-c1cccc2ccccc12)NC(C(=O)O)(c1ccccc1)c1ccccc1	-1.6	-19	15	-5	12	7	0.3	3	3
C/C=C/c1ccc(O)c(OC)c1	.	10	.	.	.	5	.	-6	3
Cc1ccc(Nc2nnc(SC(C)C(=O)NC3CC3)s2)cc1 (stereo not given)	.	8	.	.	.	1	.	-4	7
COc1ccccc1CNS(=O)(=O)c1ccc2c(c1)CCCN2C(C)=O	-2.8	-26	4	3	10	5	-2.9	-6	3
COc1cccc(N(CC(=O)N2CCCC2)S(C)(=O)=O)c1	-3.6	0	4	-10	5	-2	-2.7	-7	7
CCN(CC)c1ccc(C2N(C(=O)N3CCOCC3)CCN2S(=O)(=O)c2ccc(C)cc2)cc1 (stereo not given)	-4.9	4	2	-2	4	11	-2.7	-5	-2
CC(C)Oc1ccc(C2c3c(oc4ccccc4c3=O)C(=O)N2CCCN2CCOCC2)cc1 (stereo not given)	-0.8	5	13	-1	18	1	0.4	-6	7
